VIM-2 inhibitor: blocks Pseudomonas aeruginosa VIM-2 metallo-beta-lactamase; purified VIM-2, nitrocefin hydrolysis, epi-absorbance fluorescence; inhibition, % at 5.6 µM; actives 0.89% (n = 290,000); AID 1527;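 active means inhibition above the mean of all tested compounds plus 3 SD, cutoff set per screening run, cut at about 7.5% in these data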;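 further: red hydrolysis product quenches plate fluorescence so inhibitors raise well fluorescence; 0% = enzyme with DMSO and 100% = DMSO without enzyme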
IDE cell activ: activators of human insulin-degrading enzyme in cells; P14735; HEK cells, FAbeta-B cleavage, fluorescence polarization; 0% vehicle, 100% cell-free pure enzyme wells; activation, % at 5.96 µM; actives 0.073% (n = 340,000);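 active means activation above the mean of all tested compounds plus 3 SD, set per screening campaign, cut at about 17% in these data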
PHOSPHO1 inh: PHOSPHO1 (human) inhibition; actives 1.1% (n = 290,000); AID 1565; inhibition, % at 13.3 µM; recombinant PHOSPHO1, absorbance phosphatase assay; in the data active means inhibition above about 60%
FID counter: fluorescent intercalator displacement, NS3 helicase counter-screen. AID 1845. actives 0.17% (n = 290,000). inhibition, % at 7.9 µM. DNA fluorescent intercalator displacement, fluorescence; in the data active means inhibition above about 37%;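 further: 0% = vehicle and 100% = reference compound; higher means more ethidium bromide displaced from hairpin DNA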
HCV NS3 hel inh: blocks Hepatitis C virus NS3 helicase unwinding; inhibition, % at 10.9 µM; NS3 helicase DNA unwinding, Cy5 molecular beacon fluorescence; actives 0.56% (n = 290,000);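 active means inhibition above the mean of all tested compounds plus 3 SD, set per campaign, cut at about 35% in these data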;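 further: 0% = DMSO wells and 100% = thioflavine S control wells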
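System: Hepatitis C virus NS3 helicase domain fragment enzyme | Reagent: Annealed dual-labelled DNA beacon duplex, ATP-started | Compound dosing: 10.9 µM single point, 0.8% DMSO | Incubation: 1 h reaction at 25 °C, ATP-initiated | Technique: Cy5 fluorescence | Evaluation: Percent inhibition from t60/t0 fluorescence ratio | Benchmarks: Low DMSO, high thioflavine S at 110 µM | Replication: Singlicate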
IMP-1 inhibitor: blocks Pseudomonas aeruginosa IMP-1 metallo-beta-lactamase | purified IMP-1, nitrocefin hydrolysis, epi-absorbance fluorescence | inhibition, % at 5.6 µM | actives 0.45% (n = 290,000);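 active means inhibition above the mean plus 3 SD of all compounds in the same screening run, cut at about 4.5% in these data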;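 further: 0% = IMP-1 with DMSO and 100% = DMSO wells lacking enzyme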
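System – purified recombinant IMP-1 beta-lactamase · Input – IMP-1 dispensed at 0.2 nM · Timing – 15 min preincubation plus 25 min reaction at 25 °C · Signal – Epi-absorbance fluorescence, 480 nm excitation, 530 nm emission · Measure – percent IMP-1 inhibition derived from blank-referenced optical density · Controls – Enzyme-plus-DMSO low control, enzyme-free DMSO high control · Replication – singlicate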
pCIP destab: p/CIP protein destabilization. F442A p/CIP-EGFP cells, EGFP fluorescence, 16 h. decrease of EGFP signal, % at 10 µM. actives 0.01% (n = 290,000);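 active means EGFP signal decrease of at least 30% at 10 µM or well 3 SD below plate mean, unless failing retest; inactive means the rest, including hits failing retest or dose response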; further: some compounds called inactive have numbers as strong as hits; many of its hits are not listed in these tables
Target sequence (Q05BA5 1-1403): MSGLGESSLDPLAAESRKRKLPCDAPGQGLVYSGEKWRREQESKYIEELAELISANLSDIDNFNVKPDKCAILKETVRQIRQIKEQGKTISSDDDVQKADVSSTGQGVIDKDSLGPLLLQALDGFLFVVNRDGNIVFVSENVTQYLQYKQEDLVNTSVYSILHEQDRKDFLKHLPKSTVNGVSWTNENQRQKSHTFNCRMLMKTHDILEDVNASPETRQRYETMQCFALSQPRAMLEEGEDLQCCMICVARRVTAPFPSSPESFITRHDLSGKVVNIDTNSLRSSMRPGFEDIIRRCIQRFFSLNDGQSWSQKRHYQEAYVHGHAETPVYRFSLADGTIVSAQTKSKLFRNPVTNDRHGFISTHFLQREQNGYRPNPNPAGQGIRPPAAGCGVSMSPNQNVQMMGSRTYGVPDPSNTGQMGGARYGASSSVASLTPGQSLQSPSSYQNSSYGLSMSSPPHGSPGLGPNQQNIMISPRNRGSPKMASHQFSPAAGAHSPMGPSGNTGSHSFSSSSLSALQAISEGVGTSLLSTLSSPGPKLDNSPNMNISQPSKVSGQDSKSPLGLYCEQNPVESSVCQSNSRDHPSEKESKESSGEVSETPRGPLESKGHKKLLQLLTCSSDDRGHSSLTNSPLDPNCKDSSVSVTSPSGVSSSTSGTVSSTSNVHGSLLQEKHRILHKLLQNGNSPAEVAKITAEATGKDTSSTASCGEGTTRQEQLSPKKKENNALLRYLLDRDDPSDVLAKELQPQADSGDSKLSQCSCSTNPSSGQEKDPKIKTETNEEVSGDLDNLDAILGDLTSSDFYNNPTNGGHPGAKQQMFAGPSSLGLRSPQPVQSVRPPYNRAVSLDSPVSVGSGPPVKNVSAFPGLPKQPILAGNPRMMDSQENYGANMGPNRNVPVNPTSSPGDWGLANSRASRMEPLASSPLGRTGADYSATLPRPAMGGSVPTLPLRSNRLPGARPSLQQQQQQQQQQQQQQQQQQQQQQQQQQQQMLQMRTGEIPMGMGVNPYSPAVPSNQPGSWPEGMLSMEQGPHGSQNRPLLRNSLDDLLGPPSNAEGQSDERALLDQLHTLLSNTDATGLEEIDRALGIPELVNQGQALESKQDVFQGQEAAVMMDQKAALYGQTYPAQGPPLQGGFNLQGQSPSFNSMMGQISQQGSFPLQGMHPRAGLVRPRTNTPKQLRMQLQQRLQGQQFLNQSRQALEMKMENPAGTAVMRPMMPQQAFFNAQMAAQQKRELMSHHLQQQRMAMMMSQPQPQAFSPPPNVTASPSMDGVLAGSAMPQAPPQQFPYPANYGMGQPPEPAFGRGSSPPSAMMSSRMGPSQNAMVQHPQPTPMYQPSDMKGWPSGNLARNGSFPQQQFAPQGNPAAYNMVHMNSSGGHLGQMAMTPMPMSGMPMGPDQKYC
MEKK3 PB1 HTS: raises or lowers MEK5 binding to the human MEKK3 PB1 domain | Q99759 | bead-based flow cytometry, Alexa488-MEK5 binding to MEKK3; actives lie on both sides; 0 = blocked by unlabeled MEK5, 100 = vehicle | binding response (% of control), % at 10 µM | actives 1.4% (n = 290,000) | AID 1529;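 active means binding response more than 3 SD above or below the average of its plate-row segment, actives on both sides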;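 further: Alexa488 bead fluorescence after subtracting the streptavidin-only scavenger bead signal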
SUMO HTRF inh: blocks human SUMOylation mediated by UBC9; HTRF SUMOylation assay, SAE1/SAE2 + UBC9, in vitro; inhibition, % at 35 µM; AID 2006; P63279; actives 0.36% (n = 290,000); in the data active means inhibition above about 50%, passing the limit was not always enough; further: strong numbers were not always called active
Starred values were filed as active, the others as inactive; x = not tested or not shown. These rows are one share of the data; the hit share may differ from the screen's.

no.	Compound	VIM-2 inhibitor	IDE cell activ	PHOSPHO1 inh	FID counter	HCV NS3 hel inh
1	CN(C(=O)c1cccnc1)c1nnc(-c2cccnc2)s1	-1.0	3	-11	-5	-2
2	O=C(Nc1ccc2c(c1)CCC2)c1cc(S(=O)(=O)Nc2ccc(F)cc2)c(Cl)cc1Cl	-4.2	4	-16	-2	-2
3	COc1ccc(CN2C(=O)c3ccccc3C2C(=O)NC2CCC(C)CC2)c(OC)c1 (stereo unspecified)	-1.4	-1	-1	-26	-4
4	Cn1c(SCC(=O)N2CCN(c3ccccc3)CC2)nnc1-c1cc2ccccc2o1	-2.6	-7	19	-9	-13
5	O=C(Cc1ccc(-n2c(=O)[nH]c3ccccc3c2=O)cc1)N1CCN(c2ccccc2)CC1	-0.7	3	22	-29	3
6	CCN1CCN(CCCNC(=O)c2ccc3c(c2)N(Cc2ccccc2)CCS3)CC1	-1.6	2	33	20	-36
7	O=c1cc(N2CCCC2)c(-c2ccccc2)n[nH]1	-2.6	x	23	-5	-7
8	CNc1ccc(Br)cc1C(O)c1ccccc1 (stereo unspecified)	0.6	3	20	0	-1
9	O=C(Nc1ccc(N2CCOCC2)cc1)NC1CCCCC1	-2.2	5	26	-3	-3
10	COc1cc(/C=C2/C(=N)N3C(=NC2=O)SN=C3S(=O)(=O)C(C)C)ccc1OC(=O)c1ccco1	-1.2	-10	17	-27	-1

no.	IMP-1 inhibitor	pCIP destab	MEKK3 PB1 HTS	SUMO HTRF inh
1	-2.4	-4	98	3
2	-2.2	-21	105	-8
3	-2.3	-5	102	8
4	-3.2	-6	100	8
5	-0.6	-4	113	-7
6	-2.6	-3	100	25
7	-2.1	-5	100	25
8	-0.6	-22	99	3
9	-3.9	-8	75	2
10	-0.8	-66	98	8

Going on with the list.
no.	Compound	VIM-2 inhibitor	IDE cell activ	PHOSPHO1 inh	FID counter	HCV NS3 hel inh
11	COc1ccc(CN(C(=O)c2snc(C(N)=O)c2N)C(CC(C)C)C(=O)NC2CCCCC2)cc1 (stereo unspecified)	-1.2	5	-8	-27	-9
12	Cc1cc(Cl)ccc1OCC(=O)NNC(=O)c1ccco1	-0.7	3	23	-6	12
13	COCCn1nnnc1C(c1ccccc1)N1CCN(c2ccccc2)CC1 (stereo unspecified)	-0.5	0	-16	-22	5
14	Cc1nn(CC(=O)NCCCN2CCCC2)c(=O)c2nn(-c3ccccc3)c(C)c12	-0.8	-2	42	19	-11
15	Cc1ccc(N=Cc2cc(Cl)cc(Cl)c2O)nc1	-2.1	1	-7	-9	9
16	CC(C)(/C=N/NC(=O)CSCc1ccc(Cl)cc1)CCC#N	-4.8	-1	45	-9	1
17	CC(C)(C)c1nn2cnnc2n(/N=C/c2cccc3ccccc23)c1=O	-2.1	0	-6	4	-6
18	COc1ccc(C(=O)Nc2ccc3oc(-c4cccc(Cl)c4)cc(=O)c3c2O)cc1	x	1	45	x	x
19	Cc1c(CCOC(=O)CC23CC4CC(CC(C4)C2)C3)sc[n+]1CC(=O)c1ccc(Br)cc1	-3.0	-1	-17	0	-17
20	CCNC(=S)N1CCN(CC)CC1	-0.8	0	-32	5	-7

no.	IMP-1 inhibitor	pCIP destab	MEKK3 PB1 HTS	SUMO HTRF inh
11	-2.5	-3	96	-32
12	-3.0	-3	101	3
13	-1.5	-1	109	9
14	-0.1	5	98	5
15	-2.0	-2	88	16
16	-3.2	-4	94	6
17	-2.0	-4	97	13
18	x	4	88	-8
19	-3.5	-11	x	-5
20	0.7	-2	99	14

Compound profiles, as listed above. Screens in order: VIM-2 inhibitor	IDE cell activ	PHOSPHO1 inh	FID counter	HCV NS3 hel inh	IMP-1 inhibitor	pCIP destab	MEKK3 PB1 HTS	SUMO HTRF inh
COc1ccc(C(=O)Nc2ccc3oc(-c4cccc(Cl)c4)cc(=O)c3c2O)cc1 reads x	1	45	x	x	x	4	88	-8
CCNC(=S)N1CCN(CC)CC1 reads -0.8	0	-32	5	-7	0.7	-2	99	14

Another view of some results above.
No.	Compound	VIM-2 inhibitor	IDE cell activ	PHOSPHO1 inh	FID counter	HCV NS3 hel inh	IMP-1 inhibitor	pCIP destab	MEKK3 PB1 HTS	SUMO HTRF inh
14	Cc1nn(CC(=O)NCCCN2CCCC2)c(=O)c2nn(-c3ccccc3)c(C)c12	-0.8	-2	42	19	-11	-0.1	5	98	5
17	CC(C)(C)c1nn2cnnc2n(/N=C/c2cccc3ccccc23)c1=O	-2.1	0	-6	4	-6	-2.0	-4	97	13
15	Cc1ccc(N=Cc2cc(Cl)cc(Cl)c2O)nc1	-2.1	1	-7	-9	9	-2.0	-2	88	16

(further entries)
no.	Compound	VIM-2 inhibitor	IDE cell activ	PHOSPHO1 inh	FID counter	HCV NS3 hel inh
21	Cn1c(=O)n(C)c2cc(C(=O)Nc3ccc4c(c3)OCO4)ccc21	-4.8	1	-21	-2	-3
22	Nc1ccc(C#Cc2ccccc2)cc1	-7.3	2	-16	1	-3
23	N=c1sccn1CC(=O)N1CCc2ccccc21	-1.3	2	23	1	-3
24	Cc1ccc(C(=O)N/N=C/c2cn(Cc3ccccc3)c3ccccc23)cn1	-1.8	2	1	-24	8
25	CC(=O)Nc1nc(N(C)C)nc(N(C)C)n1	-0.9	0	24	1	5
26	Fc1ccc(C2CC(c3cccs3)=NN2C(=S)Nc2ccccc2)cc1 (stereo unspecified)	-4.3	4	-1	1	-2
27	COc1cc(C(=S)N2CCOCC2)cc(Br)c1OS(=O)(=O)c1ccccc1	1.5	0	x	-17	8
28	Clc1ccc(OCc2nn3c(C4CCCCC4)nnc3s2)c(Cl)c1	-3.4	0	27	-6	-1
29	COc1cc(CC(=O)Nc2ncc(C)s2)cc(OC)c1OC	-4.3	-7	2	-10	7
30	CCOC(=O)CSCC(=O)N1N=C(c2cccs2)CC1c1ccc(F)cc1 (stereo unspecified)	-1.5	-1	-9	-28	-9

no.	IMP-1 inhibitor	pCIP destab	MEKK3 PB1 HTS	SUMO HTRF inh
21	-4.4	4	88	-2
22	-3.6	11	100	-23
23	-1.1	-6	102	11
24	-1.4	-2	70	10
25	-1.4	0	93	2
26	-3.0	-4	103	-12
27	2.9	-84	98	6
28	0.2	-14	101	20
29	-4.5	2	96	5
30	-1.4	5	107	-6

The list goes on.
no.	Compound	VIM-2 inhibitor	IDE cell activ	PHOSPHO1 inh	FID counter	HCV NS3 hel inh
31	O=C(c1ccccn1)c1ncc(C(F)(F)F)cc1Cl	-1.9	2	24	-3	3
32	Fc1ccc(N2CCN(C(c3cccs3)c3nnnn3CCc3ccccc3)CC2)cc1 (stereo unspecified)	-5.0	-2	-7	-3	-3
33	O=C1CSC2=NCN(c3ccccc3)CN12	-1.5	2	-19	3	-2
34	COc1ccc(CCNCc2cc3ccc(C)cc3[nH]c2=O)cc1OC	-0.8	3	50	-11	-8
35	CC1Cc2ccccc2N1C(=O)CO/N=C/c1ccc(OC(F)F)cc1 (stereo unspecified)	-6.3	-3	0	-22	-6
36	COC(=O)c1cccc(/C=N/NC(N)=S)c1O	-4.6	-1	33	-7	-1
37	O=C(NCCCN1CCN(c2cccc(Cl)c2)CC1)C1(S(=O)(=O)c2ccc(Cl)cc2)CC1	-1.1	-4	-34	10	-17
38	Cc1oc2ccc(O)cc2c1C(=O)c1ccc(Cl)cc1	2.4	3	8	-8	17
39	CC1(C)CC(NC(=O)C23CCC(C)(C(=O)C2)C3(C)C)CC(C)(C)N1 (stereo unspecified)	1.4	-1	-28	6	3
40	CCC(C)C1Nc2ccc(C(=O)NCc3ccc4c(c3)OCO4)cc2NC1=O (stereo unspecified)	3.1	-1	23	-20	-6

no.	IMP-1 inhibitor	pCIP destab	MEKK3 PB1 HTS	SUMO HTRF inh
31	-2.6	-2	102	-7
32	-3.0	-5	102	0
33	-1.2	-8	98	-10
34	-0.7	-4	105	27
35	-3.9	6	100	-12
36	-5.0	-4	98	8
37	-4.6	-4	104	0
38	1.6	-1	103	12
39	-3.1	-13	98	4
40	-0.4	-16	102	6

Look-ups from above:
In SUMO HTRF inh, compound 20 has 14
In PHOSPHO1 inh, compound 5 has 22

Following part
no.	Compound	VIM-2 inhibitor	IDE cell activ	PHOSPHO1 inh	FID counter	HCV NS3 hel inh
41	O=C(CCc1ccccn1)N1CCCC(Nc2cccc(F)c2)C1 (stereo unspecified)	1.0	4	44	-16	10
42	COc1ccc(NC(=O)c2ccc3c(=O)n4c(nc3c2)CCCCC4)cc1	-5.7	0	58	-36	1
43	COc1ccc(Cl)cc1NC(=S)NCCN1CCOCC1	-2.2	2	6	3	-4
44	O=C(O/N=C1\CCCc2ccccc21)c1cccc(Cl)c1	0.1	4	-6	-4	5
45	COc1ccc(C(=O)NC(=S)NNC(=O)c2c(-c3ccccc3)noc2C)cc1	-6.0	10	5	-13	15
46	Cc1cccc(NC(=O)C2CCCN2S(=O)(=O)c2ccc(F)cc2)c1C (stereo unspecified)	0.2	-1	-37	-5	-6
47	CCc1ccc(Nc2ccc(S(=O)(=O)N3CCOCC3)cc2[N+](=O)[O-])cc1	-2.1	0	7	2	-4
48	O=C(Nc1ccc(N2CCN(C(=O)c3ccco3)CC2)cc1)c1ccc2c(c1)OCO2	-0.8	2	-1	-12	3
49	CC(C)[C@H](NC(=O)OCc1ccccc1)C(=O)OCc1cc(=O)oc2cc(O)ccc12	-1.9	1	11	-11	-8
50	Clc1ccc2[nH]c3c(c2c1)CNCC3	-1.1	2	42	1	-46
51	NS(=O)(=O)c1ccc(NC(=O)CCC(=O)c2ccc(Cl)s2)cc1	-2.2	-4	39	-2	-11

no.	IMP-1 inhibitor	pCIP destab	MEKK3 PB1 HTS	SUMO HTRF inh
41	2.4	2	99	8
42	-1.5	2	101	x
43	-2.5	6	87	0
44	-2.5	1	96	-13
45	-5.0	4	134*	-106
46	-3.0	-11	92	5
47	-2.0	-5	97	-4
48	-3.4	-22	100	12
49	-0.7	8	102	6
50	-2.8	6	109	2
51	-4.2	6	102	-18

Assay outcomes from PubChem.
